MsrA inh: inhibits bovine methionine sulfoxide reductase A; inhibition, % at 15.5 µM; 360,000 tested, 0.75% active; purified bovine MsrA, absorbance read-out; in the data active = inhibition above about 4.5%;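 note: 0% = vehicle wells with enzyme and 100% = reference inhibitor wells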
The depositor's hits bear a star. The list is partial; the hit share may differ from the screen's.

MsrA inh	smiles
0.2	O=C(N=C1c2ccccc2CN1c1ccc(F)c(Cl)c1)c1cccnc1Cl
0.1	C[C@H](CO)N1C[C@H](C)[C@H](CN(C)C(=O)C2CCCCC2)OCc2cnnn2CCCC1=O
2.0	COc1ccc(N2C(=O)c3n[nH]c(C)c3C2c2ccc(F)cc2)cc1 (stereo not given)
1.5	CCCN(CCC)CCN1CCN(C(=O)[C@H](CCc2ccccc2)NC(=O)[C@H]2O[C@@H](n3cnc4c(N)ncnc43)[C@H](O)[C@@H]2O)CC1
0.2	CCc1cc2c(nc1CC)CCCN2S(=O)(=O)c1ccccc1
-1.0	O=C(Cc1ccc(NC(=O)C2CCCN(C(=O)c3ccccc3)C2)cc1)Nc1cccc(C(=O)N2CCCCC2)c1 (stereo not given)
2.1	N#Cc1ccc(OCCCN2CCC(C(O)(c3ccccc3)c3ccccc3)CC2)c(F)c1
-0.6	CCCCNC(=O)C[C@H]1C[C@@]2(C(=O)OC)C(=C[C@H](COCc3ccccc3)O[C@@H]2C)N(CCC2=CCCCC2)C1=O
0.2	COC(=O)[C@]12C[C@H](CC(=O)NCc3cccc(C(F)(F)F)c3)C(=O)N(CCc3ccc(OC)c(OC)c3)C1=C[C@H](C(C)(C)C)O[C@@H]2C
0.7	Nc1nc2c(ncn2[C@@H]2O[C@H](C(=O)NCCCN3CCCC3=O)[C@@H](O)[C@H]2O)c(=O)[nH]1
-0.2	COCCNC(=S)N(C)[C@H]1C[C@H]2c3[nH]c4c(-c5ccccc5)cccc4c3CCN2C[C@H]1[C@H](C)O
0.1	Nc1nc2c(ncn2[C@@H]2O[C@H](C(=O)NC3CCCCC3)[C@@H](O)[C@H]2O)c(=O)[nH]1
-0.1	CC(C)C[C@H]1COc2c(Cl)cccc2S(=O)(=O)N1Cc1cccc(Cl)c1
0.2	O=S1(=O)c2cc(Cl)ccc2N2CC[C@H](C2)N1Cc1ccc(Cl)c(Cl)c1
2.1	Cc1sc2nc(C(C)Sc3n[nH]c(N)n3)[nH]c(=O)c2c1C (stereo not given)

Some of these compounds in order of the MsrA inh value, low to high:
smiles | MsrA inh
CCCCNC(=O)C[C@H]1C[C@@]2(C(=O)OC)C(=C[C@H](COCc3ccccc3)O[C@@H]2C)N(CCC2=CCCCC2)C1=O | -0.6
COCCNC(=S)N(C)[C@H]1C[C@H]2c3[nH]c4c(-c5ccccc5)cccc4c3CCN2C[C@H]1[C@H](C)O | -0.2
C[C@H](CO)N1C[C@H](C)[C@H](CN(C)C(=O)C2CCCCC2)OCc2cnnn2CCCC1=O | 0.1
O=C(N=C1c2ccccc2CN1c1ccc(F)c(Cl)c1)c1cccnc1Cl | 0.2
Nc1nc2c(ncn2[C@@H]2O[C@H](C(=O)NCCCN3CCCC3=O)[C@@H](O)[C@H]2O)c(=O)[nH]1 | 0.7
COc1ccc(N2C(=O)c3n[nH]c(C)c3C2c2ccc(F)cc2)cc1 (stereo not given) | 2.0
Cc1sc2nc(C(C)Sc3n[nH]c(N)n3)[nH]c(=O)c2c1C (stereo not given) | 2.1

Next part
MsrA inh	smiles
1.5	CN1OC[C@@H]2CN(CC3CCCCC3)[C@H](c3ccc(-c4ccc(C#N)cc4)cc3)C[C@@H]21
0.0	Cc1ccc(C(Nc2ccccc2)c2ccc3ccc(C)nc3c2O)c(C)c1 (stereo not given)
-0.2	c1ccc(Cc2cnc(N3CCN(Cc4ccc5c(c4)OCCO5)CC3)nc2)cc1
2.1	CN1C(=O)[C@@]2(O[C@H]3C=CC=CN3C3=C2C(=O)CCC3)c2cc([N+](=O)[O-])ccc21
-0.2	COC(=O)[C@]12C[C@H](CC(=O)NCc3ccccc3)C(=O)N(Cc3ccc4c(c3)OCO4)C1=C[C@H](C(C)(C)C)O[C@@H]2C
-0.6	COC(=O)C1=C(C)N(C)C(=NCc2ccc(OC)cc2)NC1c1cccc(F)c1 (stereo not given)
-0.8	COC(=O)C1=C(C)N(Cc2ccccc2C(F)(F)F)C(=NCc2ccc3c(c2)OCO3)NC1CCc1ccccc1 (stereo not given)
0.5	COc1ccc(C2CC(=O)C(c3ccccc3)=CN2Cc2ccccc2)cc1 (stereo not given)
0.8	CCN1CCN(Cc2ccc(NC(=O)c3cccc(-c4ccc5nc(NC(=O)C6CC6)sc5n4)c3)cc2C(F)(F)F)CC1
-1.4	O=C(CN1CCC(N2CCCCC2)CC1)N1CCOCC1
0.1	COC(=O)C1=C(C)N(C)C(=NCc2ccccc2C(F)(F)F)NC1c1ccc(F)cc1 (stereo not given)
1.6	Cn1c(=O)c2c(c3ccccc31)OC(C)(C)C=C2
0.6	NC(=O)c1ncn([C@@H]2O[C@H](C(=O)Nc3ccc(Oc4ccccc4)nc3)[C@@H](O)[C@H]2O)n1
0.3	COc1cc(/C=C2\C(=O)NN(c3ccccc3)C2=O)ccc1OCC(N)=O
-0.3	COC(=O)[C@]12C[C@H](CC(=O)NCC34CC5CC(CC(C5)C3)C4)C(=O)N(Cc3ccccc3)C1=C[C@H](C1CCCC1)O[C@@H]2C

(next part)
MsrA inh	smiles
0.2	CCOC(=O)C1=C(C)N(CCCC(=O)O)C(=O)NC1c1ccc(Br)cc1 (stereo not given)
0.3	COC(=O)COc1ccc(S(=O)(=O)Nc2cc(OC)ccc2OC)cc1
0.3	C=CC[C@]12C[C@@]3(O[C@H](c4ccc(C(F)(F)F)cc4)N=C3C[C@H](c3ccc(OC)cc3)[C@H]1C)N(C1CCN(Cc3ccccc3)CC1)C2=O
-0.8	CCOC(=O)c1ccc(NC(=O)Nc2cc(C)cc(C)n2)cc1
0.3	CCOC(=O)C1=C(C)N(CCCC(=O)O)C(=O)NC1c1cc2ccccc2c2ccccc12 (stereo not given)
-0.5	Cc1cc(=O)n2[nH]c(-c3cccnc3)nc2n1
1.1	Cc1cc(=O)oc2cc(NC(=O)c3cc4ccccc4o3)ccc12
-0.2	CC(C)(C)C(=O)c1c(N)[nH]c(C(=O)c2ccccc2)c1-c1ccccc1
0.9	COc1ccc(-c2ccc3c(n2)CCCN3S(=O)(=O)c2ccccc2)cc1
0.5	Cc1cccc(NC(=O)CNC(=O)[C@H](CCc2ccccc2)NC(=O)[C@H]2O[C@@H](n3cnc4c(N)ncnc43)[C@H](O)[C@@H]2O)c1C
1.6	O=Cc1ccc(/C=C2\c3ccccc3C(=O)N2c2ccccc2)o1
-1.5	C=CCN1C(C(=O)OCC)CSCCS1(=O)=O (stereo not given)
0.7	COC(=O)[C@]12C[C@H](CC(=O)NCc3ccc(C)o3)C(=O)N(Cc3ccccc3)C1=C[C@H](C1CCCC1)O[C@@H]2C
0.3	Cc1cc(N2CCNC[C@H]2C)ccc1N1CCN(Cc2ccccc2)[C@H](C)C1
-0.4	CC1(C)CC(=O)C=C(C2CC2)C1=O

Carrying on:
MsrA inh	smiles
-1.3	COc1ccc(NC(=O)c2ccc(=O)[nH]c2)cc1S(=O)(=O)N1CCCCC1
0.9	COCc1cc(N2CCN(C(=O)OC(C)(C)C)C[C@H]2C)ccc1N1CCN(Cc2ccccc2)[C@@H](C)C1
-2.6	COC(=O)C1=C(C)N(Cc2ccccc2C(F)(F)F)C(=NCc2ccc(C(F)(F)F)cc2)NC1c1ccc(F)cc1 (stereo not given)
-0.6	COC(=O)[C@]12C[C@H](CC(=O)N3CCSCC3)C(=O)N(Cc3ccc4c(c3)OCO4)C1=C[C@H](COCc1ccccc1)O[C@@H]2C
0.6	CCCCN1CC(COCc2ccccc2)Oc2cccc(N3CCCCC3)c2S1(=O)=O (stereo not given)
-0.8	COCC(=O)N(C)[C@H]1C[C@H]2c3[nH]c4c(-c5ccccc5)cccc4c3CCN2C(=O)[C@H]1[C@H](C)O
0.2	COC1OC(COCc2ccccc2)C2OC(C)(C)OC2C1O (stereo not given)
-0.1	COc1ccc(-c2c(-c3ccccc3OC)sc3ccccc23)cc1F
0.1	COC(=O)C1=C(C)N(C)C(=NCc2cc(OC)c(OC)c(OC)c2)NC1c1ccc(C(F)(F)F)cc1 (stereo not given)
1.6	CC1CCN(C(=O)c2[nH]cnc2C(=O)N(C)CCO)CC1
-0.3	CCCCS(=O)(=O)N1CCCc2nc(-c3ccc(OC)cc3)ccc21
0.7	N#CC(C(=O)OC1CCCCC1)c1nc2ccccc2nc1N1CCCCC1 (stereo not given)
0.7	Cc1ccc(N(C)C)cc1
-1.5	Cc1cc(N2CCN(C(=O)OC(C)(C)C)C[C@@H]2C)ccc1Br
-0.1	Cc1cc(N2CCNC[C@H]2C)ccc1N1C[C@@H](C)O[C@@H](C)C1

(continued)
MsrA inh	smiles
0.0	C=CC[C@]12C[C@@]3(O[C@H](c4ccc(C(F)(F)F)cc4)N=C3C[C@H](c3ccc(OC)cc3)[C@H]1C)N(Cc1ccncc1)C2=O
-0.2	Cc1cccc(NC(=O)CSc2nc3ccc(NC(=O)CSc4nnnn4-c4ccccc4)cc3s2)c1C
0.2	CCc1cc2c(nc1CC)CCCN2C
1.6	CCOC(=O)C1=C(C)N=c2s/c(=C/c3cccc(OCC(=O)O)c3)c(=O)n2C1c1ccc(F)cc1 (stereo not given)
0.2	COC(=O)[C@]12C[C@H](CC(=O)N3CCSCC3)C(=O)N(Cc3ccc4c(c3)OCO4)C1=C[C@H](C(C)(C)C)O[C@@H]2C
1.3	COC(=O)c1cc2c(c3c4cc(F)ccc4n(S(=O)(=O)c4ccccc4)c13)C(=O)N(Cc1ccco1)C2
-0.2	COc1ccc(Sc2cccc(Cl)c2)c(C(=O)O)c1
-0.3	CCCN(C(=O)CCc1cn(CCC)c2ccccc12)c1ccc(N(C)c2ccccn2)cc1
0.3	Cc1cccc2c1[nH]c1nc(N/N=C\c3ccco3)nnc12
-1.0	CC(=O)N1CCN(c2ccc(N3CCN(Cc4ccccc4)[C@@H](C)C3)c(C)c2)[C@@H](C)C1
0.9	COc1ccc2nc(-c3ccc(CN4CCC5(CC4)CNc4ccccc45)cc3)c(-c3ccccc3)nc2c1
1.4	CC(=O)C1=C(C)N(Cc2ccc(Cl)cc2)C(=S)NC1c1ccc(Cl)cc1 (stereo not given)
-2.1	COC(=O)C1=C(C)N(Cc2ccc(C(F)(F)F)cc2)C(=NCc2ccc(C(F)(F)F)cc2)NC1c1cccc(Cl)c1 (stereo not given)
-0.6	CCCCCCCCN1C(=O)[C@@H](CC(=O)NCCCN2CCCC2=O)C[C@@]2(C(=O)OC)C1=C[C@H](C(C)(C)C)O[C@@H]2C
-1.0	CC(C)[C@H](NC(=O)CC1CCCC1)C(=O)N1CCC[C@H]1C(=O)NCc1ccccc1

Remaining list, next part
MsrA inh	smiles
0.6	O=C(C(=O)N1CCC(CNC(=O)c2cccnc2Cl)CC1)c1cccs1
-0.4	C[C@H](c1ccccc1)N1C[C@@H](COCc2ccccc2)Oc2cccc(Oc3ccc(C(C)(C)C)cc3)c2S1(=O)=O
0.6	Nc1[nH]c(C(=O)c2ccc(Br)cc2)c(-c2ccc(Cl)c(Cl)c2)c1C(=O)NCCc1c[nH]c2ccccc12
-0.4	CCCCCCCCN1C(=O)[C@@H](CC(=O)NCCC(C)C)C[C@@]2(C(=O)OC)C1=C[C@H](C1CCCC1)O[C@@H]2C
2.0	O=C(N[C@H](C(=O)N1CCC[C@H]1C(=O)NCCc1ccccc1Cl)c1ccccc1)C1CC1
0.7	C[C@@H](NS(=O)(=O)c1c(F)cccc1F)c1ccccc1
-0.5	C[C@@H]1CNC(=O)c2c(C(=O)N3CCN(c4ccccc4)CC3)ncn21
-0.6	COCc1[nH]nc2c1C(c1ccc3c(c1)OCO3)N(Cc1ccccc1)C2=O (stereo not given)
1.0	CCc1cc2c(nc1CC)CCCN2S(=O)(=O)c1ccc(OC)cc1
0.4	O=C1NC(c2ccc3c(c2)OCO3)c2c(-c3ccccc3)n[nH]c21 (stereo not given)
-0.1	Cc1ccc(CNC(=O)CC2Nc3c4ccccc4nc(=S)n3C2=O)cc1 (stereo not given)
1.6	COc1ccc(-c2ccc3c(n2)CCCN3S(=O)(=O)c2ccc(F)cc2)cc1
0.9	FC(F)(F)c1ccccc1CN1CCCc2nc(-c3ccccc3)ccc21
-1.1	O=C(Nc1cccnc1Cl)c1cccc(F)c1
0.7	CC(C)COC(=O)COc1cc(Cl)c(Cl)cc1Cl

Next section.
MsrA inh	smiles
0.2	Cc1c(N/C(=N/S(=O)(=O)c2ccc(Cl)cc2)c2ccccc2)c(=O)n(-c2ccccc2)n1C
0.3	NC(=O)c1ncn([C@@H]2O[C@H](C(=O)N[C@H](Cc3c[nH]c4ccccc34)C(=O)NCC(=O)N3CCCCC3)[C@@H](O)[C@H]2O)n1
1.3	O=C(C(=O)N1CCC(CNS(=O)(=O)c2ccccc2OC(F)(F)F)CC1)c1cc2ccccc2o1
-0.1	COc1cccc(CNS(=O)(=O)c2ccccc2Br)c1
-0.5	COC(=O)[C@]12C[C@H](CC(=O)N3CCN(C(=O)C4CC4)CC3)C(=O)N(Cc3ccc4c(c3)OCO4)C1=C[C@H](C(C)(C)C)O[C@@H]2C
0.9	COc1ccc(Cc2c(-c3ccc(F)cc3)nc3ccc(C)cn23)c(C)c1
-1.1	CC(C)(C)c1cc(CN2CCCCC2)cc(C(C)(C)C)c1O
-1.5	CN1C(=S)SC(N2OC3C(=O)N(c4ccccc4)C(=O)C3C2c2ccccc2)C1(C)C (stereo not given)
0.8	FC(F)(F)c1ccccc1Cc1c(-c2ccco2)nc2c3ccccc3ccn12
1.1	O=C(C(=O)N1CCC(CNS(=O)(=O)c2ccc(F)c(F)c2)CC1)c1cc2ccccc2o1
-0.6	OCc1ccccc1OCc1ccccc1
1.2	Cc1ccc2nc(-c3cccc(Cl)c3)c(Cc3ccsc3)n2c1
0.4	Cn1c(-c2nnn(-c3ccc(F)cc3)n2)cc2ccccc21
-0.7	Cc1ccc(-c2nc3c(Br)cc(C)cn3c2Cc2cccc(Cl)c2)cc1
-0.5	COc1cc(-n2c(C)cc(O)cc2=O)ccc1Cl
-0.7	COC(=O)CC(=O)CC(NS(=O)(=O)c1ccc(C)cc1)c1ccccc1 (stereo not given)

3 entries picked at random from those above, as already listed:
MsrA inh	smiles
-0.2	COC(=O)[C@]12C[C@H](CC(=O)NCc3ccccc3)C(=O)N(Cc3ccc4c(c3)OCO4)C1=C[C@H](C(C)(C)C)O[C@@H]2C
0.7	CC(C)COC(=O)COc1cc(Cl)c(Cl)cc1Cl
1.6	CC1CCN(C(=O)c2[nH]cnc2C(=O)N(C)CCO)CC1

Screens as filed in PubChem BioAssay.
